Tb hexokinase = blocks Trypanosoma brucei hexokinase 1 activity; recombinant TbHK1, G6PDH-coupled NADH A340; inhibition, % at 10 µM; 0.11% of 220,000 active;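 active means inhibition of 50% or more in the single-dose primary screen; inactive means inhibition below 50%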
EBV gp42 block = blocks Epstein-Barr virus glycoprotein 42 binding | AID 1085 | Q1HVG2 | inhibition, % (tested at 21.74 µM) | 0.42% of 220,000 active | Fluorescence polarization binding assay, mP read-out; in the data active means inhibition above about 50%
Target sequence (Q1HVG2 whole entry, looked up): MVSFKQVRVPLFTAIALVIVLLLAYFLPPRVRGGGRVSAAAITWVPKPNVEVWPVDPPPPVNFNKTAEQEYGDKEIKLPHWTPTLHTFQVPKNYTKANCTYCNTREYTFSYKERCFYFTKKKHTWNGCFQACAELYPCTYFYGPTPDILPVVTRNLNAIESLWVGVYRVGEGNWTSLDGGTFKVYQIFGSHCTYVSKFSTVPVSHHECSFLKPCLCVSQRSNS
Furin inh = blocks human furin protease activity | 0.061% of 220,000 active | inhibition, % at 30 µM | purified furin, fluorogenic substrate cleavage | P09958; in the data active means inhibition above about 25%; further: inactives centre near -15
RBBP9 inhibitor = inhibitors of human serine hydrolase RBBP9; recombinant RBBP9, FP-Rh probe fluorescence polarization; 0.2% of 220,000 active; inhibition, % at 7.94 µM;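 active means inhibition above the campaign mean of all tested compounds plus 3 SD, cut at about 14% in these data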;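 further: plate controls were DMSO wells with RBBP9 for no effect and wells lacking RBBP9 protein for full effect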
Target sequence (O75884 whole entry, looked up): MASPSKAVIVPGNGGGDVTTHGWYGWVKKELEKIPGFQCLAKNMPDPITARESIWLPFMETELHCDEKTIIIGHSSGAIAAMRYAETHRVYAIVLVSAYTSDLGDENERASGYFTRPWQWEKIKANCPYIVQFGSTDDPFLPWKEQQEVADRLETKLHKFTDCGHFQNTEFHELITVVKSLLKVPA
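System: RBBP9 protein / Quantity: 2.5 µM RBBP9 dispensing solution, before mixing / Also added: Serine-hydrolase probe FP-Rh, 375 nM pre-mixing / Dosing: 7.94 µM single dose, 0.794% DMSO / Timing: enzyme-compound preincubation 30 min, then probe labeling 45 min, 25 °C / Signal: FP readout at 525/598 nm / Controls: DMSO-treated enzyme wells and wells lacking RBBP9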
Runt-SMMHC FRET = blocks binding of human RUNX1 Runt domain to CBFb-SMMHC. Cerulean-Runt/Venus-CBFb-SMMHC FRET ratio 530/480, 1 h. Q01196+Q13951. 0.74% of 220,000 active. inhibition, % at 20 µM. AID 1434;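 active means mean inhibition across duplicate retests at 20 µM reaching about 50%, limit read from the data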;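 further: 0% = DMSO wells and 100% = wells with excess untagged CBFb-SMMHC; inhibitors lower the FRET ratio by blocking Runt binding to CBFb-SMMHC; some results filed as inactive read as strong as hits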
p97 inhibitor = human p97 ATPase inhibition; 0.42% of 220,000 active; recombinant p97 ATPase, Kinase-Glo ATP luminescence, 3 h; P55072; inhibition, % at 8 µM; AID 1481; in the data active means inhibition above about 15%;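 further: 0% = DMSO vehicle and 100% = wells lacking enzyme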
Runt-CBFb FRET = inhibitors of human RUNX1 Runt domain binding to CBFb. Q01196+Q13951. Cerulean-Runt/Venus-CBFb FRET ratio 530/480, 1 h. inhibition, % at 20 µM. 0.46% of 220,000 active. AID 1496;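 active means inhibition over about 50% at 20 µM in the single-dose screen, limit read from the data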;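 further: 0% = DMSO wells and 100% = excess unlabeled CBFb competitor control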
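Doses: 20 µM compound in 1% DMSO | Material: Cerulean-labeled Runt domain protein | Amount: Each fluorescent fusion protein 100 nM | Schedule: Two 1 h room-temperature incubations shielded from light | Measured by: FRET fluorescence | Evaluation: Loss of energy transfer signal | Controls: Unlabeled CBFb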
p47phox inh = blocks human p47phox regulatory protein of NADPH oxidases | p47phox/p22phox peptide binding, fluorescence polarization, 2 h | inhibition, % at 24.7 µM | 0.53% of 220,000 active | AID 1274;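 active means inhibition above about 30%, limit read from the data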;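 further: 0% = p47phox with labelled peptide and 100% = labelled peptide alone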
Target sequence (P14598 whole entry, looked up): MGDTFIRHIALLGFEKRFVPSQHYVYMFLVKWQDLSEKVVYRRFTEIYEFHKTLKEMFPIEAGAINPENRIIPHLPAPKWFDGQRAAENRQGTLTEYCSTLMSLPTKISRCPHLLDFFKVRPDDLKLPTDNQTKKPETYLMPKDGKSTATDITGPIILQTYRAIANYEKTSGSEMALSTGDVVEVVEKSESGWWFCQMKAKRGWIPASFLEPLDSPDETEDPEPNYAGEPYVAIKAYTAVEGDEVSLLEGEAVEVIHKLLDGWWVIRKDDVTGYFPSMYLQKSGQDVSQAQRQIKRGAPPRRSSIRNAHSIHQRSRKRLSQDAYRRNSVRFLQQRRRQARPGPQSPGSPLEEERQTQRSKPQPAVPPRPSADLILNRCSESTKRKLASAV
Calpain2 inh = inhibitors of pig calpain II; inhibition, % at 16 µM; AID 1236; 0.37% of 220,000 active; purified calpain II, fluorogenic peptide substrate, 30 min;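 active means inhibition above about 50%, limit read from the data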
* marks the source's active call; other numbers are inactive results; . = no result given; + = active, no number; [ ] = dose if it differs, or a comment.

RBBP9 inhibitor,Runt-SMMHC FRET,EBV gp42 block,p97 inhibitor,p47phox inh,Tb hexokinase,Furin inh,Runt-CBFb FRET,Calpain2 inh,smiles
-8,3,6,-2,-3,4,-13,-2,12,Cc1cccc(C)c1C(=NCCCN(C)C)c1ccccc1
-13,-9,9,-3,0,4,-18,1,27,O=C(CO)N/N=C/c1c2ccccc2cc2ccccc12
-3,-6,-9,1,-7,-27,-16,-1,18,CCN1C(=O)[C@@H]2C(C(=O)c3cnccn3)=NN[C@@H]2C1=O
3,1,-13,3,4,-8,-4,2,17,CCOCCCNC(=O)C(NC(=O)Cc1cccs1)c1ccccc1 (stereo not given)
-13,0,4,-8,7,-4,-11,-3,23,CCOCCCn1c(SCC(=O)Nc2cccc(S(=O)(=O)NC3=NCCCCC3)c2)nc2ccccc2c1=O
-3,1,-36,6,1,-2,-22[20 µM],-1,6,C[N+](C)(C)CCOC(=O)C1(c2ccccc2)CCCC1
-4,-2,-1,2,-6,-2,-25,-1,22,CCNc1nc(Oc2ccc(=O)n(-c3ccccc3)n2)nc(N2CCOCC2)n1
7,3,1,-1,-6,1,-17[20 µM],0,15,CCOCC(=O)Nc1cccc(C(=O)OCC)c1
-3,0,-19,6,-5,-9,0,2,9,COc1ccc([N+](=O)[O-])cc1NC(=O)C(C)OC(=O)c1ccccc1C(=O)c1ccc(Cl)cc1 (stereo not given)
-10,-3,-5,-1,5,-5,-13,-2,-108,Cc1cc(-c2ccccc2)nc2cc(C(N)=O)nn12
-6,1,-6,0,-13,-1,-22,-2,6,C/C(NCc1cccnc1)=C(\C#N)C(=O)NCc1ccccc1
-8,0,7,-4,-4,-3,-13,-2,24,O=C(NCCc1ccccn1)c1cc(-c2ccccc2Cl)nc2ccccc12
-1,-11,-9,-6,1,-45,-3,-2,-8,C(=N\Nc1ccccn1)/c1ccc(N2CCOCC2)cc1
-7,5,-4,0,-113,-16,-9,-5,-68,CC(C)Cn1cc(C(=O)N2CCN(c3ccccn3)CC2)c2c3ccccc3n(C)c2c1=O
-7,-4,9,2,4,21,-10,-2,8,Cc1nc(=O)c(-c2ccccc2)c(C)n1CC1CCCO1 (stereo not given)
-4,2,5,-1,-7,-10,-16,.,-475,CCOC(=O)Oc1ccc2c(=O)c(Oc3cccc(C)c3)coc2c1
-13,-2,-4,1,-1,-5,-14,-1,11,CCC(C)NCCOc1ccc(C)cc1[N+](=O)[O-] (stereo not given)
4,-7,-16,3,7,-4,-24[20 µM],0,-100,O=C(NCCCc1ccccc1)c1ccccc1O
-1,-2,2,2,6,5,-14[20 µM],-2,19,CCCCC(=O)Nc1cccc(NC(=O)c2ccc3c(c2)OCO3)c1
1,-8,-22,3,8,-3,-24[20 µM],1,5,O=c1ccc(Cc2ccccn2)n[nH]1
0,-3,-6,-1,-5,2,-14,-7,-10,Cc1ccc(CNC(=O)c2cc3c(s2)CN(Cc2ccccc2)C3)cc1
-1,-5,6,-7,-4,5,1,-2,21,COC(=O)CCCn1c(C)cc(C(=O)CCl)c1C
2,2,2,2,4,-2,-22,-2,2,CC1CCN(C(=O)CSc2nnc(Cc3cccn3C)n2-c2ccc(F)cc2)CC1
-4,4,-13,-4,-10,-11,-8[20 µM],0,-10,CC1=C(C(=O)OC(C)C)C(c2cccs2)N2C(=O)CCSC2=N1 (stereo not given)
8,-2,-7,10,-5,-32,-19,0,-336,COc1ccc(-c2coc3c(CN4CCOCC4)c(O)ccc3c2=O)cc1

Some of these compounds in order of their number in RBBP9 inhibitor, high to low:
RBBP9 inhibitor,Runt-SMMHC FRET,EBV gp42 block,p97 inhibitor,p47phox inh,Tb hexokinase,Furin inh,Runt-CBFb FRET,Calpain2 inh,smiles
2,2,2,2,4,-2,-22,-2,2,CC1CCN(C(=O)CSc2nnc(Cc3cccn3C)n2-c2ccc(F)cc2)CC1
-1,-11,-9,-6,1,-45,-3,-2,-8,C(=N\Nc1ccccn1)/c1ccc(N2CCOCC2)cc1
-6,1,-6,0,-13,-1,-22,-2,6,C/C(NCc1cccnc1)=C(\C#N)C(=O)NCc1ccccc1
-7,5,-4,0,-113,-16,-9,-5,-68,CC(C)Cn1cc(C(=O)N2CCN(c3ccccn3)CC2)c2c3ccccc3n(C)c2c1=O
-8,3,6,-2,-3,4,-13,-2,12,Cc1cccc(C)c1C(=NCCCN(C)C)c1ccccc1
-13,-2,-4,1,-1,-5,-14,-1,11,CCC(C)NCCOc1ccc(C)cc1[N+](=O)[O-] (stereo not given)

(list continues)
RBBP9 inhibitor,Runt-SMMHC FRET,EBV gp42 block,p97 inhibitor,p47phox inh,Tb hexokinase,Furin inh,Runt-CBFb FRET,Calpain2 inh,smiles
-1,4,-5,4,-7,-10,-16,16,6,O=C(O)c1ccccc1C(=O)Nc1ccc(Br)c2cccnc12
-9,-1,-1,-6,1,4,-4[20 µM],2,-42,Cc1cc(C(=O)Nc2cccnc2Cl)on1
-3,-1,-4,-4,21,8,-26,-1,13,COc1ccc(OC)c(-n2cnc3cc(C(=O)O)ccc32)c1
1,0,-4,3,-2,-4,-16,2,2,Cc1cc(C)nc(SCC(=O)Nc2nonc2N)n1
-9,-4,7,-6,-4,1,-13,0,24,COC(=O)Nc1ccc(S(=O)(=O)N2CCC(C(=O)N(C)C3CCCCC3)CC2)cc1
-3,0,-4,2,-2,0,-24,2,-24,O=C(C1CCC(=O)N1Cc1cccnc1)N1CCN(c2ccc(F)cc2)CC1 (stereo not given)
-1,-10,8,3,-6,-17,-11,-2,-18,CCOC(=O)C1=NN(c2ccc(C)cc2)CC1C(=O)OC (stereo not given)
0,20,67*,5,-31,-3,-14,15,-282,NC(=O)c1c(NC(=O)CSc2nnc(-c3ccco3)n2-c2ccccc2)sc2c1CCC2
2,-3,-13,5,-13,-12,-22,0,-21,CCOC(=O)Cc1nc2ccccc2n(CC#N)c1=O
0,-6,-4,2,-6,-3,0,-79,-22,CCN1CCN(c2cc(=O)n(Cc3ccc(F)cc3)c(=O)[nH]2)CC1
-3,0,-13,6,-6,-10,3,2,11,CNC(=O)CCc1ccc(OC)cc1
-8,2,-13,5,-18,-3,-10[20 µM],2,-28,CCO/C=N/c1c(C#N)c(CC#N)nn1-c1ccccc1
7,-11,-12,6,-2,-1,-10[20 µM],-4,-133,CCOC(=O)Cc1c(C)nc2c(-c3ccccc3)c(C)[nH]n2c1=O
-2,2,4,3,-3,2,-6,.,24,O=C1c2ccccc2C(Nc2ccc3c(c2)OCCO3)N1c1ccccn1 (stereo not given)
-3,-3,-5,-7,1,13,1,1,27,CCOC(=O)C1(Cc2ccccc2)CCN(Cc2ccc3c(c2)OCCO3)CC1
-7,7,-1,-3,-21,-13,-4,1,-36,Cc1cccc(-n2c(O)c(C=Nc3ccccc3O)c3ccccc3c2=O)n1
1,4,-35,2,5,5,-22[20 µM],0,2,COC1CCCCC1Nc1ccc(C)c(C)c1 (stereo not given)
-8,4,-15,1,-3,18,-9[20 µM],2,20,COCCOCCn1cnc2ccccc21
7,-1,-8,7,-5,1,-25,-2,-11,CCO[C@H]1OC(C(=O)O)=C[C@@H](C)[C@@H]1CCCO
-6,4,-13,-5,-3,-4,-16,3,4,COCCCn1c(SCC(=O)N2CCCC(C)C2)nnc1-c1ccco1 (stereo not given)
-8,4,-16,-2,-5,-10,-15[20 µM],0,-204,CCOC(=O)c1sc(C)c2c1NC(C)(c1ccccc1)NC2=O (stereo not given)
-6,-192,+,5,-69,-6,-6,-378,7,CCN(CC)c1ccc(/C=C/C(=O)c2ccc(Br)cc2)cc1
-9,-4,4,0,5,0,-4,3,1,Cc1cc(C(F)(F)F)n2nc(C(=O)O)c(Cl)c2n1
-9,1,-15,2,-11,0,-19,-1,-26,CC(=O)c1ccc(-n2nnnc2SCC(=O)NNC(=O)c2ccco2)cc1
-3,-42,-14,6,-22,-7,-4,-3,-115,COc1ccccc1N=Cc1c(C)c(C#N)c2[nH]c3ccccc3n2c1=O
-4,-44,-22,0,-1,-5,-20,-9,-15,Cc1ccc(C)c(S(=O)(=O)C(C#N)c2nc3ccccc3nc2N2CCOCC2)c1 (stereo not given)
2,3,-25,-7,-7,0,-23[20 µM],1,-10,COC(=O)CSc1nnc(CNc2nc(-c3ccccc3)cs2)n1C
-5,0,-11,-3,-9,-1,-11[20 µM],0,2,Cc1ccc(N2C(=O)N(CC(=O)N(C)Cc3ccccc3)C(=O)C2C)cc1 (stereo not given)
-10,0,-20,-8,-8,1,-13,0,-21,Cc1oc(-c2cccc(Cl)c2)nc1CN1CCC(C(=O)NCC2CCCO2)CC1 (stereo not given)
-2,-1,-14,4,-17,-58,3,19,14,C[n+]1cccc(/C=N/Nc2nc(Cl)c(C#N)c(Cl)c2Cl)c1
-6,-3,-6,9,23,-3,-26,7,7,COCCCNC(=S)NNC(=O)c1cc(Cl)c(O)c(Cl)c1
-1,0,-9,1,-13,-13,-15[20 µM],-1,-39,COC(=O)Nc1nc(-c2ccccc2)c(C(=O)c2ccccc2)s1
-4,-1,1,0,2,-2,-13,2,16,Cc1cc(C(=O)OCC(=O)Nc2cccc(S(=O)(=O)N(C)C)c2)c2ccccc2n1
12,-1,-6,0,2,-18,-23,2,22,O=C(C1=C[C@@H](c2coc3ccccc3c2=O)C[C@@H](OCCCCO)O1)N1CCN(Cc2ccc3c(c2)OCO3)CC1
-12,4,3,-1,-11,0,-24,0,-5,CCOc1ccc(NC(=O)C(NC(=O)C2CCC(C)CC2)C(C)C)cc1 (stereo not given)
5,-4,-9,0,-10,0,-6,7,12,CC(=O)Nc1sc2c(c1C(c1ccccn1)N1CCCC1)CCCC2 (stereo not given)
12,-2,-1,0,-2,-23,-17[20 µM],-5,13,CCOC(=O)c1sc(NC(=O)CN(CC)CC)c(C(=O)OCC)c1C
-1,6,-18,2,2,-27,-21,8,-2,Oc1ccc(/C=N/NC(=S)N2CCOCC2)cc1

Compound activity as filed in PubChem BioAssay.
